# AmpC inh no detg – qHTS Inhibitors of AmpC Beta-Lactamase (assay without detergent). actives 0.52% (n = 330,000). Potency, µM (highest dose often 57.1 µM), without a hit: top-dose activity change, negative = inhibition, most hits filed as inhibitors. AmpC nitrocefin hydrolysis, absorbance 480 nm, 0.0001% Triton. AID 485341, 2010;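 note: potency is the fitted concentration of half-maximal effect; plate controls were no compound for no effect and no enzyme for full effect; nearly all actives have a fitted effect of over 20% in size; some results filed as inactive show a strong effect at the top dose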
# Target sequence (P00811 whole entry, looked up): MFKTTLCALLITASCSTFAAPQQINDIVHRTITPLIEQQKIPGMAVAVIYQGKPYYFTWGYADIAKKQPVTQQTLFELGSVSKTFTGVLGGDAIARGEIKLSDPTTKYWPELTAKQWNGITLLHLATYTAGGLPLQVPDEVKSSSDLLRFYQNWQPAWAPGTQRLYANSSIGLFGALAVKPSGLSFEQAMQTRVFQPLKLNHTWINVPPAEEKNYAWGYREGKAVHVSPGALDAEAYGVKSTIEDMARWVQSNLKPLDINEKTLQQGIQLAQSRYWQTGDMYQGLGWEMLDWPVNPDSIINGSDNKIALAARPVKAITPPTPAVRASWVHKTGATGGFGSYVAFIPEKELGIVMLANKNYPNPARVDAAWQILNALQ
#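 AmpC (5.3 nM in the dispensed reagent) in 20 mM phosphate pH 7.0 with 0.01% (detergent screen) or 0.0001% Triton X-100 was preincubated with compounds for 15 min at room temperature. Nitrocefin was then added from an 800 uM solution, and hydrolysis was followed at 480 nm.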
# Sm TGR inh – qHTS Assay for the Inhibitors of Schistosoma Mansoni Peroxiredoxins; Potency, µM (series often up to 114 µM), inactives show top-dose activity change, negative = inhibition, actives largely listed as inhibitors; purified TGR, DTNB reduction, TNB absorbance 405 nm; actives 3% (n = 360,000); Schistosoma mansoni thioredoxin glutathione reductase (TGR), Q962Y6; note: potency is the fitted concentration of half-maximal effect; nearly all actives have a fitted effect of over 60% in size
#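 First, TGR (20 nM dispensed) and NADPH were mixed with compound. Second, a 15 min room-temperature incubation followed. Third, further NADPH and then DTNB were added to start the reaction. Finally, TNB absorbance was monitored kinetically.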
# HCMV antiviral – qHTS Assay for inhibitors of the human cytomegalovirus (HCMV); HFF cells, HCMV-luciferase reporter, 72 h; stronger effect = lower value; activity change, negative = inhibition, % at 57.5 µM; actives 4.5% (n = 410,000); in the data active = activity change below about -60%; inconclusive = no clear call, values can overlap the other calls; inactive = above about -39%
#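 Compounds were evaluated in HFFs infected with an HCMV luciferase reporter virus (MOI 1 PFU/cell). Luciferase in lysates collected 72 h post infection served as the replication measure.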
# AmpC inh detg – qHTS Inhibitors of AmpC Beta-Lactamase (assay with detergent); P00811; AmpC hydrolysis of nitrocefin, absorbance 480 nm, 0.01% Triton; Potency, µM (top dose mostly 114 µM), inactives show top-dose activity change, negative = inhibition, most hits filed as inhibitors; actives 0.041% (n = 370,000);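 note: potency is the fitted concentration of half-maximal effect; 0% = no-compound wells and -100% = no-enzyme wells; nearly all actives have a fitted effect of over 25% in size; some results filed as inactive show a strong effect at the top dose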
#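 AmpC (5.3 nM in the dispensed reagent) in 20 mM phosphate pH 7.0 with 0.01% (detergent screen) or 0.0001% Triton X-100 was preincubated with compounds for 15 min at room temperature. Nitrocefin was then added from an 800 uM solution, and hydrolysis was followed at 480 nm.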
# LmPK inhibitor – qHTS Assay for Inhibitors of Leishmania Mexicana Pyruvate Kinase (LmPK); Q27686; purified LmPK, Kinase-Glo ATP luminescence, 1 h; Potency, µM (highest dose often 57.5 µM), for inactives: at the highest dose activity change, negative = inhibition, usual class: inhibitors; actives 0.37% (n = 290,000); AID 1721, 2009; note: potency is the fitted concentration of half-maximal effect
# Target sequence (Q27686 whole entry, looked up): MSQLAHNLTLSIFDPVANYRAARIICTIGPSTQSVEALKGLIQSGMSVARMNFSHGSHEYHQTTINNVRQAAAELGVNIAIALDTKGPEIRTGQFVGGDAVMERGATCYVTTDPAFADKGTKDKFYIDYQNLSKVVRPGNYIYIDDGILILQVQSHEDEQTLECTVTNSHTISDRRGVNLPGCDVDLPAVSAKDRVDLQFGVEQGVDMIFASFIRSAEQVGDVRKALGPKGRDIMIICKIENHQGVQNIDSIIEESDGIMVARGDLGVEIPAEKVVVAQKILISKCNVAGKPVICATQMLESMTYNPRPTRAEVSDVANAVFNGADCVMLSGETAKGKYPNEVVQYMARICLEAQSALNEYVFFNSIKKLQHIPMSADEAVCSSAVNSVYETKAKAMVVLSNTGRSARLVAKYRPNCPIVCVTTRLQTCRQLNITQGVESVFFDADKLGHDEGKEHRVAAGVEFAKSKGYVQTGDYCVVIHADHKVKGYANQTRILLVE
#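 Screened at intermediate enzyme activity to detect both inhibitors and activators: LmPK at 0.1 nM, with a 0.5 nM enzyme column as activation reference. PEP 0.5 mM, ADP 0.1 mM; ATP detected by luminescence after 1 h.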
# AMA1 RON2 block – qHTS for Inhibitors of AMA1-RON; Towards Development of Antimalarial Drug Lead: Primary Screen; Plasmodium falciparum AMA1 (3D7) - RON2 peptide interaction; AlphaScreen AMA1-biotinylated RON2 peptide binding; Potency, µM (doses to about 58.2 µM), for the others: top-dose activity change, negative = inhibition, usual class: inhibitors; actives 0.2% (n = 360,000);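 note: potency is the fitted concentration of half-maximal effect; 0% = vehicle wells and -100% = peptide control; nearly all actives have a fitted effect of over 45% in size; some results filed as inactive show a strong effect at the top dose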
#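 AMA1 (3D7) with his tag at 25 nM final met compounds first, then biotinylated RON2 peptide at 25 nM; detection used donor plus acceptor beads, 10 µg/mL apiece, read by AlphaScreen after 30 min at room temperature.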
# TbPYK inhibitor – qHTS of Trypanosoma Brucei Inhibitors; actives 0.12% (n = 410,000); Potency, µM (highest dose often 76.8 µM), without a hit: top-dose activity, negative = inhibition, hits mostly inhibitors; TbPYK enzyme, Kinase-Glo Plus ATP luminescence, 45 min; pyruvate kinase (Trypanosoma brucei), Q57TT1; note: potency is the fitted concentration of half-maximal effect; nearly all actives have a fitted effect of over 50% in size
#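 Quantitative HTS: titrated library compounds versus trypanosomal pyruvate kinase in TEA buffer (pH 7.2) containing KCl, MgCl2, BSA and Tween-20. Reactions were initiated with ADP, 130 uM final. Kinase-Glo Plus luminescence was read after 45 min at RT.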
# * marks the source's active call; other numbers are inactive results; ? = inconclusive; . = not tested or not shown; [ ] = remark or other dose. Unless noted, calls come from the whole dose curve; as a rule, active = well fitted curve in the direction sought with a large enough effect; inconclusive = small, poorly fitted or top-dose-only effect, or another doubt; inactive = no such curve, though single readings can be large; an effect the other way counts as inactive or inconclusive. Unless noted, % is set by controls: 0 for no effect and ±100 for the full control effect.
SMILES,AmpC inh no detg,Sm TGR inh,HCMV antiviral,AmpC inh detg,LmPK inhibitor,AMA1 RON2 block,TbPYK inhibitor
CCCOC(=O)c1ccc(Oc2coc3c(CN(CC)CC)c(O)ccc3c2=O)cc1,-43%,0%,?,-10%,4%,-2%,-2%
COc1ccc(Cc2noc(CN(C)CC(O)c3ccccc3)n2)cc1OC (stereo not given),63%[activator],4%,-13,-9%,8%,-12%,5%
COC(=O)CN(c1ccc(C(C)C)cc1)S(=O)(=O)c1c(C)[nH]c(=O)[nH]c1=O,-12%,-16%,?,?,0%,5%,1%
C=CCn1c(=NC(=O)CC)n(C)c2ccccc21,-14%,-8%,-30,-9%,-4%,-2%,-6%
Cc1ccc(Cn2c(CN3CCN(c4cccc(Cl)c4)CC3)nc3c2c(=O)n(C)c(=O)n3C)cc1,.,-7%,28,-7%,.,.,1%
COc1ccc(CN2CCCN(C)CC2)c(OC)c1C,-5%,4%,23,-19%,-2%,?,-2%
COc1ccccc1C(=O)NC(=O)COC(=O)CNC(=O)c1ccccc1F,-17%,.,6,.,.,-6%,-9%
CC(=O)Nc1cccc(NC(=O)C(=O)NCC(c2ccco2)N2CCc3ccccc32)c1 (stereo not given),6%,1%,-30,-17%,.,-6%,5%
O=C(O)C1CC(=O)N(CCOc2ccccc2)C1 (stereo not given),-11%,8%,-24,1%,3%,-21%,-7%
COc1ccc(NC(=O)CCN2C(=O)c3ccccc3S2(=O)=O)c(OC)c1,-16%,-4%,38,1%,11%,6%,2%
CC1(C)C(=O)OC(c2ccccc2)C2(CCCC2)C1=O (stereo not given),4%,-14%,9,1%,2%,-9%,-1%
O=[N+]([O-])c1ccc(S(=O)(=O)NNC(=S)NCCc2ccccc2)cc1,75%[activator],1.8µM*,?,-1%,-10%,114%[activator],1%
CCOC(=O)C1=NN(c2ccccc2C)C2=NC(C)=C(C(=O)OC)C(c3cccc(OC)c3)N12 (stereo not given),207%[activator],-2%,135,-12%,-1%,-5%,-6%
COc1ccc(CNc2nc3nc4c(c(=O)n3[nH]2)CCC4)cc1,-15%,?,7,?,-4%,-5%,-2%
CCN1CCN(c2nc(-c3ccccc3)nc3ccccc23)CC1,1%,1%,-35,-1%,-2%,-11%,-4%
COc1ccc(CNc2nc(S(=O)(=O)c3ccccc3)c(Cl)s2)cc1OC,-9%,-3%,-95*,-5%,8%,-17%,-2%
Cc1csc(SC(C)C(=O)NC2CCCCC2C)n1 (stereo not given),-4%,1%,-24,-14%,.,-1%,0%
O=C(CN1CCN(c2ccc(F)cc2)CC1)N(C1CCCC1)C1CCS(=O)(=O)C1 (stereo not given),14%,-6%,-10,1%,.,13%,-1%
Fc1ccc(C2CC(c3ccco3)n3ncnc3N2)cc1 (stereo not given),-10%,-19%,5,-2%,1%,-22%,-4%
CCOC(=O)C1=C(C)NC(C)=C(C(=O)OCC)C1C(=O)OCC(=O)NCc1ccccc1,57%,.,-6,.,.,13%,-1%

# The final 2 compounds of the part before lead into the next:
SMILES,AmpC inh no detg,Sm TGR inh,HCMV antiviral,AmpC inh detg,LmPK inhibitor,AMA1 RON2 block,TbPYK inhibitor
Fc1ccc(C2CC(c3ccco3)n3ncnc3N2)cc1 (stereo not given),-10%,-19%,5,-2%,1%,-22%,-4%
CCOC(=O)C1=C(C)NC(C)=C(C(=O)OCC)C1C(=O)OCC(=O)NCc1ccccc1,57%,.,-6,.,.,13%,-1%
C#CCCc1ccccc1/C=[N+](/C)[O-],-16%,11µM*,70,0%,.,-2%,1%
O=P(O)(Cc1ccccc1)Cc1ccccc1,-17%,1%,7,-4%,10%,4%,1%
CCn1cc(C2C(C(=O)Nc3ccc(Br)cn3)=C(C)NC3=C2C(=O)CCC3)c(C)n1 (stereo not given),0%,-9%,8,-11%,0%,-18%,-8%
S=C(NCc1ccccn1)Nc1ccc(Cl)cc1Cl,-9%,-17%,38,-7%,-3%,69%[activator],-1%
Cc1c(/C=N/Nc2nc3ccccc3[nH]2)c2ccccc2n1C,-1%,-5%,-96*,-6%,3%,-32%,-1%
CCc1ccc(CN2CCCC(CNS(=O)(=O)c3ccc(OC)cc3)C2)cc1 (stereo not given),58%,7%,-15,7%,3%,-12%,1%
COC(=O)C1=C(C)N(Cc2ccccc2)C(=NCc2ccc(OC)cc2)N[C@H]1c1cccc(F)c1,69%[activator],3%,?,?,-2%,-4%,-4%
COc1ccc(CNc2ncnc3c2[nH]c2cc(OC)c(OC)cc23)cc1,85%[activator],-9%,-9,-7%,2%,-24%,-7%
CC(SC1=NCCN1S(=O)(=O)c1ccc(F)cc1)c1ccccc1 (stereo not given),-11%,?,-26,5%,-4%,17%,2%
N#Cc1ccc(C(=O)N2CCN(S(=O)(=O)c3ccc(Br)s3)CC2)cc1,18%,1%,-3,-8%,0%,-3%,3%
COc1ccccc1/C=N/N1CCN(c2ccc(Cl)cc2)CC1,-31%,0%,-1,?,1%,-28%,-3%
Cc1coc2cc3oc(=O)c(CC(=O)NCCc4ccccc4)c(C)c3cc12,.,2%,-5,20%,.,.,4%
COC(=O)c1ccccc1NC1OC(=O)c2ccccc21 (stereo not given),-7%,8%,-9,-13%,2%,-1%,3%
O=Cc1cccn1-c1nccc(-c2ccco2)n1,-16%,-34%,-8,2%,1%,0%,3%
CC(=O)Nc1cncc(-c2cnn(CC(C)C)c2)n1,.,.,19,.,.,3%,4%
Cc1ccc(NC(=O)c2cccs2)cc1,-16%,6%,95,-6%,?,31%[activator],1%
O=C(Nc1ccccc1Cl)O/N=C/c1ccc(F)cc1,.,.,5,.,.,20%,0%
Cc1cccc(NC(=O)Cc2ccc(-c3ccccc3)cc2)n1,-37%,-4%,-28,1%,-3%,-6%,-7%
CN(CC(=O)Nc1ccccc1Cl)C(=O)c1ccc(Cl)c(S(=O)(=O)N2CCCCCC2)c1,25%,.,?,.,.,-5%,0%
COc1ccc(CN(CCc2ccccc2)Cc2ccccc2)cc1OC,28%,9%,-10,-3%,-2%,?,9%

# Quoted from the listing:
# Reading for `CC(=O)Nc1cncc(-c2cnn(CC(C)C)c2)n1` under HCMV antiviral: 19
# Reading for `N#Cc1ccc(C(=O)N2CCN(S(=O)(=O)c3ccc(Br)s3)CC2)cc1` under HCMV antiviral: -3

# Additional structures.
SMILES,AmpC inh no detg,Sm TGR inh,HCMV antiviral,AmpC inh detg,LmPK inhibitor,AMA1 RON2 block,TbPYK inhibitor
O=C1CCC(=O)N1c1ccc(-c2nc3ccccc3s2)cc1,-1%[2.29 µM],-2%,21,?,?,-20%,-23%
CC(C)CNC(=O)COC(=O)c1c2c(nc3ccccc13)/C(=C\c1cccs1)CC2,.,.,75,.,.,12%,-8%
COc1ccc(NC(=S)N2CCOCC2)c(OC)c1,-16%,3%,-24,-6%,-3%,-2%,-1%
CCc1cc(=O)[nH]c(SCC(=O)N2CCOCC2)n1,-3%,10%,19,-14%,.,16%,1%
O=C(NCc1cccs1)c1cc(-c2ccccc2)on1,-19%,-4%,41,-13%,-9%,-5%,3%
CNc1ccc(Br)cc(C(=O)/C=C/c2ccc3c(c2)OCO3)c1=O,-57%,2.8µM*,-3,0%,0%,?,-17%
CSc1ncccc1C(=O)OCc1ccc(COC(=O)c2cccnc2SC)cc1,-28%,7%,.,1%,2%,.,.
CCOC(=O)c1ccccc1-n1c(C)cc(C2N=C(N)Nc3nc4ccccc4n32)c1C (stereo not given),0%,6%,?,2%,6%,36%[activator],2%
Cc1cccc(C)c1NC(=O)CN(C)S(=O)(=O)c1ccc2[nH]c3c(c2c1)CCCC3,.,-2%,-38,-5%,.,.,0%
Cc1cccc(N(C)C(=O)c2cc(S(=O)(=O)N3CCc4ccccc43)cn2C)c1,98%[activator],8%,-7,?,-3%,23%,1%
COc1ccc(CNC(=O)CCc2c(C)c3ccc(OC)c(C)c3oc2=O)cc1OC,.,6%,-16,17%,.,.,0%
COc1cccc(CN2CCN(C(=O)c3oc4c(F)cccc4c3C)CC2=O)c1,138%[activator],3%,14,-3%,3%,2%,6%
COc1ccccc1/C=C/C=N/n1c(-c2cc(C)[nH]n2)n[nH]c1=S,-29%,-10%,?,0%,17%,55%[activator],?
Cc1cc(Nc2cc(Cl)cc(Cl)c2)nc(N)n1,23%,12%,-15,4%,4%,-6%,1%
CN(CC(=O)Nc1ccc(F)cc1)C(=O)CN1C(=O)NC2(CCCc3ccccc32)C1=O (stereo not given),1%,-23%,11,2%,-4%,0%,1%
C=CCOc1c(OC)cc(/C=N/Nc2cccc(C(=O)O)c2)c(Br)c1Br,-32%,56µM*,-29,1%,4%,-5%,-17%
CC(=O)Cc1ccccc1OC(=O)c1ccco1,-8%,-29%,1,?,1%,16%,0%

# Shown with bars between the fields: part of the list above
Structure | AmpC inh no detg | Sm TGR inh | HCMV antiviral | AmpC inh detg | LmPK inhibitor | AMA1 RON2 block | TbPYK inhibitor
Cc1cc(Nc2cc(Cl)cc(Cl)c2)nc(N)n1 | 23% | 12% | -15 | 4% | 4% | -6% | 1%
CCOC(=O)c1ccccc1-n1c(C)cc(C2N=C(N)Nc3nc4ccccc4n32)c1C (stereo not given) | 0% | 6% | ? | 2% | 6% | 36%[activator] | 2%
CCc1cc(=O)[nH]c(SCC(=O)N2CCOCC2)n1 | -3% | 10% | 19 | -14% | . | 16% | 1%

# Looked up by structure from the entries so far:
SMILES,AmpC inh no detg,Sm TGR inh,HCMV antiviral,AmpC inh detg,LmPK inhibitor,AMA1 RON2 block,TbPYK inhibitor
CNc1ccc(Br)cc(C(=O)/C=C/c2ccc3c(c2)OCO3)c1=O,-57%,2.8µM*,-3,0%,0%,?,-17%
CC(C)CNC(=O)COC(=O)c1c2c(nc3ccccc13)/C(=C\c1cccs1)CC2,.,.,75,.,.,12%,-8%
CN(CC(=O)Nc1ccc(F)cc1)C(=O)CN1C(=O)NC2(CCCc3ccccc32)C1=O (stereo not given),1%,-23%,11,2%,-4%,0%,1%

# Screens deposited in PubChem BioAssay by National Center for Advancing Translational Sciences (NCATS).

# Compounds were not picked by outcome. About 7.4% of those tested had a hit in this group.
